From PubChem BioAssay
EPAC1 antag = EPAC1 (human) antagonism | O95398 | EPAC1 GEF assay, Rap1b-BODIPY-GDP exchange fluorescence | Potency, µM (titrated, usually from 115 µM), for the others: at the highest dose activity change, negative = inhibition, actives largely listed as inhibitors | actives 0.14% (n = 360,000) | AID 720709;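 also: potency is read from the fitted curve at half-maximal effect; plate controls were vehicle for no effect and positive control for full effect; nearly all actives have a fitted effect of over 50% in size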
EPAC2 ag = EPAC2 (human) agonism | actives 0.079% (n = 360,000) | Potency, µM (doses to about 154 µM), for inactives: top-dose activation, hits mostly activators | Q8WZA2 | EPAC2 activation, biochemical qHTS; response scale: 100% = 6.5 mM cAMP response; also: potency is read from the fitted curve at half-maximal effect; nearly all actives have a fitted effect of over 50% in size
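EPAC2 (100 nM) mixed with Rap1B loaded with BODIPY-GDP (250 nM) plus 50 uM unlabeled GDP; compounds pinned in, 5 min RT, then read every 5 min for 30 min (ex 480, em 540 nm). Normalized to cAMP control.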
WRN helicase inh = inhibitors of human WRN helicase; Q14191; WRN helicase unwinding, fluorescent forked duplex, kinetic; Potency, µM (titrated, usually from 114 µM), inactives show at the top dose activity change, negative = inhibition, most hits filed as inhibitors; actives 0.46% (n = 360,000); AID 651768; also: potency is read from the fitted curve at half-maximal effect; % is scaled to controls: 0 for no effect and ±100 for the full control effect; nearly all actives have a fitted effect of over 55% in size
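Screening of the MLSMR collection measured strand separation of a quenched forked DNA duplex (100 nM) by 20 nM WRN with 2 mM ATP, all final. Compounds were preincubated with enzyme 15 min at room temperature.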
PLK1 PBD inh = inhibitors of human PLK1 polo-box domain binding. P53350. Plk1 PBD binding of FITC phosphopeptide, fluorescence polarization. Potency, µM, inactives show max response, negative = inhibition, hits mostly inhibitors. actives 2.8% (n = 360,000); also: potency is read from the fitted curve at half-maximal effect; series mostly up to about 57 µM; % is scaled to controls: 0 for no effect and ±100 for the full control effect; nearly all actives have a fitted effect of over 65% in size
CCT modulator = cytosolic chaperonin activity modulation; AID 651819; purified chaperonin ATPase assay, HTRF ADP detection, 30 min; activity change, % (test concentration not listed), hits read low; actives 0.3% (n = 360,000); in the data active = activity change below about -30%; also: % is scaled to controls: 0 for no effect and ±100 for the full control effect
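ATPase activity: ADP formed was measured by HTRF Transcreener (665/615 nm ratio) after 30 min at 37 deg C with 10 uM ATP. Compounds screened at one 76 uM concentration against 40 or 20 nM TRiC in Tris pH 7.4/KCl/MgCl2/DTT buffer.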
IL-2 act = activates IL-2 in a cell-based reporter assay; AID 652025; actives 0.065% (n = 360,000); activation, % (series mostly up to about 46 µM); IL-2 activation reporter assay, cell-based qHTS; stimulated with anti-CD3/CD4/CD28 beads; in transgenic mouse T cells; in the data active = activation above about 50%; inconclusive = mostly about 30% to 49%; also: 0% is about no effect
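Unstimulated transgenic mouse T cells preincubated 60 min with compound, then stimulated with anti-CD3/anti-CD4-coated beads plus anti-CD28 for 18 h at 37 degrees C. IL-2 response read as EGFP and DsRed fluorescence by plate cytometry.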
EPAC1 agonist = activates human EPAC1 exchange factor; EPAC1 agonist qHTS, biochemical assay; response scale: 100% = response to 6.5 mM cAMP; Potency, µM (highest dose often 154 µM), inactives show at the top dose activation, actives largely listed as activators; AID 720707; actives 0.073% (n = 360,000); also: potency is read from the fitted curve at half-maximal effect; nearly all actives have a fitted effect of over 60% in size
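Fluorescent GDP-exchange assay: 100 nM EPAC1 with 250 nM Rap1B preloaded with BODIPY-GDP and 50 uM GDP; compounds tested as concentration series, 5 min at room temperature, then read every 5 min for 30 min (ex 480/em 540 nm); normalized to 6.5 mM cAMP.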
PI5P4K alpha inh = inhibitors of human PI5P4K alpha; P48426; PI5P4Kalpha enzyme, ADP-Glo luminescence, 60 min; active compounds read low; max response, %; actives 1.2% (n = 330,000); active = max response of -50% or lower; inconclusive = between -30% and -50%; inactive = -30% or higher; also: value at the top dose of about 77 µM; % is scaled to controls: 0 for no effect and ±100 for the full control effect
Target sequence (P48426 whole entry, looked up): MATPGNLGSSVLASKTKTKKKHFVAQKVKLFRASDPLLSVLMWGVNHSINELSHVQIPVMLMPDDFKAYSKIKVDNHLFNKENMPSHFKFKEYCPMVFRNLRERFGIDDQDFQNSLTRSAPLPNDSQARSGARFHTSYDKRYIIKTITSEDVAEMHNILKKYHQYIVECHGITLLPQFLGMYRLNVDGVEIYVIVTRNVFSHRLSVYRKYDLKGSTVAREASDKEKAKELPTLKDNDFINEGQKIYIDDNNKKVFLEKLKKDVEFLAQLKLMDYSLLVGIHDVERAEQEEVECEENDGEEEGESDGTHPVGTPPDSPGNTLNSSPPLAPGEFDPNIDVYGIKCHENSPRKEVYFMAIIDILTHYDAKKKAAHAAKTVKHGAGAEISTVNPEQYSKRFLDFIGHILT
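Compounds were pin-transferred onto PI5P4Kalpha and substrate in HEPES pH 7.4 buffer with EGTA, CHAPS and 5% DMSO. ATP (5 microM final) started the reaction, which ran 60 minutes at room temperature before ADP-Glo detection.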
* marks the source's active call; other numbers are inactive results; u = inconclusive; x = no result given; [ ] = another dose, or the depositor's remark. Unless noted, calls follow the shape of the dose curve; as a rule, active = well fitted curve in the direction sought with a large enough effect; inconclusive = small, poorly fitted or top-dose-only effect, or another doubt; inactive = no such curve, though single readings can be large; an effect the other way counts as inactive or inconclusive. Not all compounds are listed, so the mix of outcomes need not match the whole.

Codes – A = EPAC1 antag; B = EPAC2 ag; C = WRN helicase inh; D = PLK1 PBD inh; E = CCT modulator; F = IL-2 act; G = EPAC1 agonist; H = PI5P4K alpha inh
COc1ccc(CCNc2ccc(C(CC(N)=O)NC(=O)c3cc(C)cc(C)c3)cc2[N+](=O)[O-])cc1 (stereo not given)
  A: -6%; B: 7%; C: -1%; D: u; E: -4.8; F: -2.7; G: 1%; H: -1

C[C@@H]1O[C@H](CCc2cccc(Cl)c2)CC2=C1C(=O)OC(C)(C)O2
  A: -17%; B: 21%; C: 5%; D: -15%; E: -0.1; F: -1.1; G: 4%; H: 1

CNC(=O)c1[nH]cnc1C(=O)Nc1ccccc1C
  A: -6%; B: 1%; C: 0%; D: -1%; E: -6.2; F: -0.4; G: -3%; H: -20

COCCCN1C(=O)C(=O)/C(=C(/O)c2ccc(OC)cc2C)C1c1cccnc1 (stereo not given)
  A: 3%; B: 2%; C: 8%; D: -1%; E: 0.5; F: -2.6; G: 1%; H: 3

Cc1ccc(S(=O)(=O)N(C)C)cc1NC(=O)C(C)OC(=O)c1cc[n+]([O-])cc1 (stereo not given)
  A: -12%; B: 1%; C: -28%; D: -7%; E: -1.2; F: 0.7; G: -8%; H: -1

CNS(=O)(=O)c1cccc(C(=O)OCc2cc(C(C)=O)ccc2OC)c1
  A: -23%; B: 6%; C: -1%; D: -8%; E: -3.5; F: 0.7; G: -4%; H: -10

CCOc1ccc(/C=C/C(=O)Nc2ccc(N3CCOCC3)cc2)cc1
  A: 5%; B: 2%; C: -2%; D: 3.4µM*; E: -0.5; F: -1.7; G: -5%; H: 1

CC(C)C[C@H]1CN([C@@H](Cc2ccccc2)CN2CCC[C@@H]2CN2C(=O)C(=O)NC[C@@H]2Cc2ccc(O)cc2)C(=O)C(=O)N1CCc1ccccc1
  A: -5%; B: 6%; C: -7%; D: 0%; E: -1.4; F: 0.2; G: -3%; H: -2

CCCCN1C(=O)C(CC(=O)NCC2CCCCC2)CC(C(=O)N(CC)CC)=C1C (stereo not given)
  A: -16%; B: -14%; C: 0%; D: 7%; E: 2.7; F: 0.4; G: -9%; H: 4

COc1ccc(N2C(=O)c3cccc4cccc(c34)C2=O)cc1
  A: -3%; B: 0%; C: -20%; D: -2%; E: -1.5; F: 1.0; G: 6%; H: 2

CCOC(=O)N1CCN(S(=O)(=O)c2ccc(C(=O)Nc3nc4ccc(F)cc4s3)cc2)CC1
  A: -26%; B: -14%; C: -8%; D: -7%; E: -0.6; F: -0.6; G: -5%; H: -10

CC(=O)C1=C(O)CCC1=N
  A: 11%; B: 5%; C: -1%; D: -3%; E: -2.4; F: 0.0; G: 1%; H: -12

COc1ccccc1NC(=O)/C(C#N)=C/c1cccn1C
  A: -14%; B: 7%; C: 1%; D: 0%; E: -0.4; F: 3.3; G: -1%; H: 2

Cc1ccc(C2=NN(Cc3nnc(-c4ccccc4)o3)C(=O)SC2)cc1
  A: -6%; B: 10%; C: 1%; D: -6%; E: 0.6; F: 1.1; G: 4%; H: -6

COCC(=O)NCc1ccc2c(c1)OCO2
  A: 7%; B: -4%; C: -2%; D: -3%; E: 1.4; F: -0.3; G: 2%; H: 10

CNC(=O)CSc1nc2sccc2c(=O)n1-c1ccccc1
  A: -1%; B: 6%; C: -5%; D: -7%; E: 1.0; F: -2.3; G: 0%; H: u

CC(=O)N1CCN(C(=O)c2cccc(S(=O)(=O)N3c4ccccc4CC3C)c2)CC1 (stereo not given)
  A: u; B: 1%; C: -6%; D: 1%; E: -0.7; F: 0.1; G: -9%; H: 5

CCOC(=O)C1CCCN(c2cc(C)nc3cc(-c4ccc(Cl)cc4)nn23)C1 (stereo not given)
  A: -7%; B: -15%; C: 1%; D: -10%; E: -3.3; F: -2.9; G: -14%; H: 3

O=C(NN=C1CCC(c2ccccc2)CC1)c1cc2c(s1)CCCC2 (stereo not given)
  A: 17%; B: -3%; C: -18%; D: -4%; E: 1.0; F: -3.1; G: 0%; H: 1

CN(C)S(=O)(=O)c1cccc(-n2sc3ccccc3c2=O)c1
  A: 13%; B: 8%; C: 9%; D: 1.2µM*; E: -1.7; F: -0.1; G: -14%; H: -91*

O=C(COC(=O)c1ccc(O)cc1O)Nc1ncc(Cl)cc1Cl
  A: 14%; B: -4%; C: -4%[11.6 µM]; D: -11%; E: -0.5; F: 0.8; G: 5%; H: -13

OCC1(Cc2ccccc2)CCN(Cc2cccc(F)c2F)CC1
  A: -12%; B: 1%; C: -10%; D: -3%; E: 1.9; F: 0.2; G: -3%; H: -1

Cc1ccc(S(=O)(=O)N(C)C)cc1NC(=O)Nc1c(-c2ccccc2)noc1C
  A: -4%; B: 6%; C: -6%; D: 6%; E: -0.7; F: 0.6; G: 12%; H: 9

CC(C)c1ccc(S(=O)(=O)Nc2ccc(N3CCOCC3)cc2)cc1
  A: -12%; B: -1%; C: -2%; D: 1%; E: 0.0; F: -3.4; G: -12%; H: 5

COc1cccc(C2=NOC(C(=O)NCc3ccc(F)cc3)C2)c1 (stereo not given)
  A: -31%; B: -8%; C: 6%; D: -13%; E: -0.7; F: 0.0; G: -4%; H: 17

Cn1cc([C@]2(O)C(=O)Nc3ccc(F)cc32)c2ccccc21
  A: 20%; B: 4%; C: 5%; D: 0%; E: x; F: -0.7; G: -9%; H: 2

COc1ccccc1C(=O)COC(=O)c1ccc(Cl)nc1
  A: 3%; B: 13%; C: -2%; D: -4%; E: 2.9; F: -0.6; G: 7%; H: 1

CCCCN1C(=O)Nc2ccccc2S1=O (stereo not given)
  A: -14%; B: -5%; C: 0%; D: -5%; E: 1.8; F: -0.1; G: 5%; H: 0

O=C(c1ccccc1)c1ccc(OCCOCCN2CCN(Cc3ccccc3)CC2)cc1
  A: -13%; B: 15%; C: u; D: -17%; E: -1.5; F: -1.1; G: -1%; H: 6

O=C(CNC(=O)c1cccs1)N=Nc1c(O)[nH]c2ccc([N+](=O)[O-])cc12
  A: -1%; B: 7%; C: 3%; D: u; E: 1.0; F: 1.4; G: -8%; H: -25

CCN(CC(=O)NCc1cccs1)C(=O)c1ccc(OC)c(S(=O)(=O)N2CCOCC2)c1
  A: 7%; B: 5%; C: 4%; D: 4%; E: 2.5; F: -3.8; G: -1%; H: 7

CN(CCCn1cnc2c(OCc3ccccc3)ncnc21)CCc1ccccn1
  A: -7%; B: 12%; C: -1%; D: -20%; E: -2.4; F: -0.1; G: -5%; H: -1

CCOc1ccc(-n2c(C)nc3cc(C(=O)NCCN4CCOCC4)ccc32)cc1
  A: -9%; B: 1%; C: 1%; D: -3%; E: 1.6; F: -0.4; G: 0%; H: x

COCCN(C(=O)COC(=O)C12CC3CC(CC(O)(C3)C1)C2)c1c(N)n(Cc2ccccc2)c(=O)[nH]c1=O
  A: 6%; B: 15%; C: -10%; D: -7%; E: -1.9; F: -0.6; G: 11%; H: 3

CCCCn1nnnc1C(c1ccccc1)N1CCN(C(=O)c2ccco2)CC1 (stereo not given)
  A: -8%; B: 8%; C: -4%; D: -2%; E: 1.1; F: -0.9; G: -3%; H: 7

C/C(=N\NC(=O)Cn1cc([N+](=O)[O-])cn1)c1ccc(O)cc1
  A: -10%; B: 3%; C: 1%; D: 3%; E: 1.1; F: 0.8; G: -7%; H: 0

O=C(CN1CCN(C(=O)c2ccccc2)CC1)NC(=O)NCCC1=CCCCC1
  A: 11%; B: 1%; C: -10%; D: 2%; E: 1.3; F: -2.7; G: -1%; H: 3

Cc1nccn1S(=O)(=O)c1ccc(Br)cc1Br
  A: -4%; B: 4%; C: -2%; D: -8%; E: 1.9; F: 1.1; G: 2%; H: -3

COc1ccc(C(=O)N2CCN(C(=O)c3ccncc3)CC2)cc1
  A: 15%; B: -7%; C: 6%; D: -3%; E: -2.2; F: -2.9; G: -4%; H: x

COc1cccc(-c2cnc3c(NC(C)=O)cc(-c4cccc(C(=O)N(C)C)c4)cn23)c1
  A: -2%; B: -1%; C: -5%; D: -3%; E: -1.9; F: -0.1; G: -4%; H: -1

S=C(Nc1ccccc1Cl)N1CCN(c2ccccn2)CC1
  A: -3%; B: 5%; C: -15%; D: -4%; E: -2.1; F: 1.5; G: -5%; H: -5

CC(=O)Oc1ccc2occ(C(=O)c3ccccc3)c2c1
  A: -13%; B: 7%; C: -2%; D: -17%; E: -0.5; F: 0.7; G: 8%; H: 5

Cc1nc2sc(C(c3cccs3)N3CCN(C(=O)c4ccco4)CC3)c(O)n2n1 (stereo not given)
  A: u; B: -8%; C: -6%; D: 0%; E: 1.6; F: -2.0; G: -6%; H: 5

C=CCc1cc(Cl)ccc1OCCCNC(C)CC (stereo not given)
  A: -9%; B: -7%; C: -7%; D: -4%; E: -1.1; F: -0.3; G: -1%; H: 1
